TNAP Pi inh: human TNAP enzyme inhibitors, primary screen, biochemical, colorimetric, phosphate release readout; inhibition, % at 20 µM; Alkaline phosphatase, tissue-nonspecific isozyme (Homo sapiens), P05186; purified TNAP, pNPP, malachite green phosphate absorbance; 21,000 tested, under 10 active
Target sequence (P05186 whole entry, looked up): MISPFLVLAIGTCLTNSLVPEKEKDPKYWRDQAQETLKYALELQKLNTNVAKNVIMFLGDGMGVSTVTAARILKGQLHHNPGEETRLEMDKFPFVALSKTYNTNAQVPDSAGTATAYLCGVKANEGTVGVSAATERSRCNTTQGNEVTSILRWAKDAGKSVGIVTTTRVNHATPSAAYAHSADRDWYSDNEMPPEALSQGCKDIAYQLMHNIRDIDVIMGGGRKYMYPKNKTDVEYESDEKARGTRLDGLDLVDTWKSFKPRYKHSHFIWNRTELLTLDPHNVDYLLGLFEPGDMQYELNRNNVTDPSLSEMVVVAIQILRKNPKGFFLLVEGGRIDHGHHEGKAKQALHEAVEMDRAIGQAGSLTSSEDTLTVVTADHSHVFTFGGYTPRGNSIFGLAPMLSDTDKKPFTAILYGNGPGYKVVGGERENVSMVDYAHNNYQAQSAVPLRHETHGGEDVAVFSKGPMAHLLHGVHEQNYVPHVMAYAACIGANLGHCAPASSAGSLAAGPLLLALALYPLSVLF
TNAP inh pNP: human TNAP enzyme inhibitors, primary screen, biochemical, colorimetric, p-nitrophenol readout. Alkaline phosphatase, tissue-nonspecific isozyme (Homo sapiens), P05186. purified TNAP, pNPP hydrolysis, absorbance 405 nm. inhibition, % at 20 µM. 21,000 tested, under 10 active. AID 615, 2007;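 further: 0% = DMSO only wells and 100% = 1 mM levamisole wells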
Numbers without * were called inactive.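 How the source made its calls: active means inhibition above 50% at the 20 µM single-dose screen; inactive means the rest.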 Not all compounds are listed. The share of hits here may be higher or lower than overall.

Compound	TNAP Pi inh	TNAP inh pNP
CCO/C=C1/C(=O)N(CC)c2ccccc21	6	2
Cc1ccccc1-c1ccc(=O)n(CC(=O)Nc2ccc(N3CCOCC3)cc2)n1	2	-2
NCC(O)COCCC12CC3CC(CC(C3)C1)C2 (centres undefined)	5	2
Cn1ccnc1SCCC#N	-8	-4
CCN(CCO)C(=O)C12CCC(C)(C(=O)C1)C2(C)C (centres undefined)	6	3
O=C(CN(Cc1cccs1)C(=O)CNS(=O)(=O)c1ccc(F)cc1)NCc1ccco1	8	4
CN(C)CCNc1ncnc2ccccc12	0	0
CCN(CC)CCN1C(=O)c2ccccc2NC1c1cc(OC)c(OC)c(OC)c1 (centres undefined)	8	4
Cc1cc(NCCN2CCOCC2)n2c(nc3ccccc32)c1C#N	-34	-5
CCc1nnc(NC(=O)c2c(O)c3c([nH]c2=O)CCCC3)s1	10	6

Among those listed so far, these have sulfur:
Compound	TNAP Pi inh	TNAP inh pNP
Cn1ccnc1SCCC#N	-8	-4
O=C(CN(Cc1cccs1)C(=O)CNS(=O)(=O)c1ccc(F)cc1)NCc1ccco1	8	4
CCc1nnc(NC(=O)c2c(O)c3c([nH]c2=O)CCCC3)s1	10	6

Further entries:
Compound	TNAP Pi inh	TNAP inh pNP
CCCC1C(c2ccc(OC)cc2)C(C#N)(C#N)C2(C#N)CC1(N)NC2=O (centres undefined)	-12	-7
CCOc1ccc(CN2CCN(C(=O)c3ccccc3)CC2)cc1	0	-4
COc1cccc(OC)c1Oc1ccc(C(F)(F)F)cn1	6	1
Cc1cc(C)nc(SC(C)C(=O)Nc2ccc(S(N)(=O)=O)cc2)n1 (centres undefined)	-2	-13
Cc1cc(N=CC2=C(O)CC(C)(C)CC2=O)no1	2	-2
Cc1cc(=O)oc2cc(OCC(=O)NCc3cccnc3)ccc12	13	7
O=C(c1cccs1)N1CCN(Cc2ccncc2)CC1	-2	2
Cc1nc2nc(-c3ccccc3)cc(=O)n2[nH]1	6	-3
COc1cccc(C2C(C(=O)c3sc(C)nc3C)=C(O)C(=O)N2CCN2CCOCC2)c1 (centres undefined)	8	-1
Fc1ccc(C2C3=C(Nc4ncnn42)c2ccccc2OC3c2ccncc2)cc1 (centres undefined)	11	7
CC(NC(=O)C1C2C=CC(C2)C1C(=O)O)c1ccccc1 (centres undefined)	7	0
Cc1cccc(NC(=O)c2c(C)cc(=O)oc2C)n1	6	3
O=C1Nc2ccccc2C12OC1CCCCC1O2 (centres undefined)	-7	-11
Cc1ccc(OCC(=O)OC2CCS(=O)(=O)C2)cc1 (centres undefined)	8	3
CCN(CC)S(=O)(=O)c1ccc2c(c1)c(C(=O)O)cn2C	-8	2
CCOC(=O)CC(=O)CSC1=C(C#N)C(c2ccccc2OC)CC(=O)N1 (centres undefined)	6	-3
CCC(=O)Nc1nc2cc(OC)ccc2s1	13	6
Cc1cnc(C(=O)Nc2cccc3cccnc23)cn1	4	4
CCOc1ccc(C(=O)NCC(C)CN(C)C)cc1OCC (centres undefined)	10	7
O=C(O)c1c(-c2ccccc2)c2oc3ccccc3c2[nH]c1=O	10	5

Seven entries from above in another layout.
TNAP Pi inh	TNAP inh pNP	canonical_smiles
8	4	CCN(CC)CCN1C(=O)c2ccccc2NC1c1cc(OC)c(OC)c(OC)c1 (centres undefined)
-34	-5	Cc1cc(NCCN2CCOCC2)n2c(nc3ccccc32)c1C#N
10	6	CCc1nnc(NC(=O)c2c(O)c3c([nH]c2=O)CCCC3)s1
-12	-7	CCCC1C(c2ccc(OC)cc2)C(C#N)(C#N)C2(C#N)CC1(N)NC2=O (centres undefined)
0	-4	CCOc1ccc(CN2CCN(C(=O)c3ccccc3)CC2)cc1
6	1	COc1cccc(OC)c1Oc1ccc(C(F)(F)F)cn1
-2	-13	Cc1cc(C)nc(SC(C)C(=O)Nc2ccc(S(N)(=O)=O)cc2)n1 (centres undefined)

Next section
Compound	TNAP Pi inh	TNAP inh pNP
CCOc1ccccc1C(=O)NCCCCCC(=O)O	8	3
O=C(CCc1nc(-c2ccccc2)no1)NCC1CCCO1 (centres undefined)	9	0
CC(C)COC(=O)n1c(SCC(=O)N(C)C)nc2ccccc21	13	4
Cc1nn2c(N3CCN(c4ccccn4)CC3)cc(C(C)C)nc2c1-c1ccccc1	14	5
COc1ccc(Cn2c(CCCO)nc3ccccc32)cc1OC	10	4
CN1C(=O)C2(C(C#N)=C(N)Oc3n[nH]c(-c4ccc(Cl)cc4)c32)c2ccccc21 (centres undefined)	0	-2
C=CCn1c(SCC(=O)O)nnc1-c1ccc(C(C)(C)C)cc1	-7	8
CCOC(=O)Cn1nnc(-c2ccc(OCC(C)C)cc2)n1	11	2
O=C(CSc1nc(N2CCCCC2)nc(N2CCCCC2)n1)c1ccccc1	11	5
CSC1=C(C#N)C(c2cccc(Br)c2)CC(=O)N1 (centres undefined)	0	0
c1ccc2c(c1)[nH]c1c(NCC3CCCO3)ncnc12 (centres undefined)	5	2
COc1ccc(NC(=O)c2ccccc2NS(C)(=O)=O)cc1OC	0	0
CCC1=C(C(=O)OC)C(c2cc(OC)ccc2OC)C(C#N)=C(N)O1 (centres undefined)	-16	-14
Oc1ccc(CN2CCCCC2)nc1-c1ccccc1	5	2
CCOC(=O)CSc1nnc(Cn2nnc(-c3ccccc3)n2)n1C	0	0
CCOc1ccc(-c2nnn(CC(=O)NCc3ccc(F)cc3)n2)cc1OCC	10	5
COc1cccc2c(=O)c(C/C=C(/C)Cl)c(C)[nH]c12	-4	-15
COc1ccc(Cc2nc(-c3ccccc3)no2)cc1	9	4
CCOC(=O)Cc1c(C)nc2c(C#N)c(C)nn2c1C	9	1
CN(c1ccccc1)C(c1ccc(F)cc1)c1nnnn1C1CCCC1 (centres undefined)	-3	-3
Oc1ccc(-c2nc3ccccn3c2NCc2ccc3c(c2)OCO3)cc1	18	4
COC(=O)c1ccc(C)c(NC(=O)CN(c2cc(OC)ccc2OC)S(C)(=O)=O)c1	3	0
CCOc1cccc(NC(=O)CSc2nncn2N)c1	-4	8
COCCn1c(SCc2ccc(C(=O)OC)o2)nc2cc(Cl)ccc2c1=O	0	2
COC(=O)COc1cccc(NC(=O)c2ccccc2)c1	5	0
O=C1C2C3C=CC(C3)C2C(=O)N1CCCO (centres undefined)	10	5
CC1(C)CC(=O)C2=C(C1)NCN(Cc1ccccc1)C2	14	7
N#CCSc1nc2c(c(=O)n1Cc1ccco1)C1(CCCC1)Cc1ccccc1-2	10	7
c1ccc(-c2nc(NCC3CCCO3)c3ccccc3n2)nc1 (centres undefined)	5	1
CC(C)(O)C#Cc1ccc(C(=O)N2CCCC2C(=O)O)s1 (centres undefined)	13	3
CCCCN(C(=O)Cn1nnc2ccccc21)C(C(=O)NCCOC)c1ccc(OC)cc1 (centres undefined)	10	-2
COc1ccc(OCCNC(=O)c2ccccc2OCC(=O)N2CCCCC2)cc1	11	6
O=S(=O)(NCc1cccnc1)c1cccc2nsnc12	12	4
CC(c1ccccc1)C1C(C#N)=C(N)SC(N)=C1C#N (centres undefined)	12	4
Cc1cccc(N2CC(C(=O)O)CC2=O)c1 (centres undefined)	-1	-3
Cn1c(SCc2ccccc2)nnc1-c1cccs1	2	-2
COC(=O)C(C)Sc1nc2c(c(=O)n(C)c(=O)n2C)n1CCC(C)C (centres undefined)	14	10
Cn1c2ccccc2c2ncn(CCC3=CCCCC3)c(=O)c21	2	6
Cc1c(C(=O)N2CCC(C(N)=O)CC2)sc(N)c1C#N	9	4
Cc1cc(C#N)c(C)n1-c1cc(C(F)(F)F)ccc1N1CCOCC1	-3	1

New compounds follow
| Molecule | TNAP Pi inh | TNAP inh pNP |
| --- | --- | --- |
| C=CCc1c(C)[nH]c(=S)c(C#N)c1C | 12 | 6 |
| O=C1C=C(NCCNc2c(F)c(F)c(CO)c(F)c2F)CCC1 | -14 | 3 |
| Cn1c(N2CCN(c3ccccn3)CC2)nc2c1c(=O)n(Cc1ccccc1Cl)c(=O)n2C | 10 | 6 |
| Cc1onc(-c2c(Cl)cccc2Cl)c1C(=O)NC(C)(C)CO | 0 | 0 |
| Cc1[nH]nc(-c2ccc(O)cc2O)c1-c1ccc(Cl)cc1 | 10 | 3 |
| CCCC(=O)Nc1ccc(Cl)c(NC(=O)c2cccnc2)c1 | -1 | 3 |
| CN(C)S(=O)(=O)c1ccc(C(=O)Nc2ccnn2C2CCCCC2)cc1 | -3 | -2 |
| CCOC(=O)C1CCCN(C(=O)COC(=O)C2=COCCO2)C1 (centres undefined) | 5 | 1 |
| CC(NC(=O)C(NC(=O)C1CCCN1C(=O)OC(C)(C)C)C(C)C)C(N)=O (centres undefined) | 5 | 4 |
| CSc1ccc(C2C(C#N)=C(N)Oc3cc4c(cc32)OCO4)cc1 (centres undefined) | 9 | -2 |
| CCCCCNC(=O)c1c(N)n(/N=C/c2ccco2)c2nc3ccccc3nc12 | 2 | -1 |
| C=CCn1c(C2CC(=O)N(c3ccc(C)cc3)C2)nc2ccccc21 (centres undefined) | 8 | 4 |
| Cc1csc(SCC(=O)Nc2nc3ccccc3s2)n1 | 0 | 0 |
| CCCSc1nc2c(c(=O)[nH]c(=O)n2C)n1Cc1ccc(C)cc1 | 11 | 3 |
| CCOc1cccc(-c2nn3c(-c4ccco4)nnc3s2)c1 | 8 | 2 |
| CCCn1c(N2CCN(CC(=O)c3c[nH]c4ccccc34)CC2)nc2c1c(=O)[nH]c(=O)n2C | 4 | 8 |
| CC(C)N(Cc1cc2ccccc2[nH]c1=O)C(=O)C(C)(C)C | 5 | 4 |
| O=C(NC1CCCCC1)N1CCC(n2cnc3ccccc32)CC1 | 10 | 8 |
| CS(=O)(=O)N(CC(=O)N1CCOCC1)Cc1ccccc1 | 13 | 7 |
| CN(C)C(=O)c1nc(C#N)c(N(C)C)o1 | 0 | 0 |
| COCCNC(=O)c1c(N)n(CCC2=CCCCC2)c2nc3ccccc3nc12 | 2 | -2 |
| CCOC(=O)C1CCCN(C(=O)Cc2c(F)cccc2Cl)C1 (centres undefined) | 7 | 2 |
| Brc1c(CSc2nnc(-c3ccco3)o2)nc2ccccn12 | -2 | 3 |
| O=C1[C@@H]2[C@H](Cc3ccc(O)cc3)N[C@]3(C(=O)Nc4ccccc43)[C@@H]2C(=O)N1c1ccc(F)cc1 | 2 | -1 |
| CCOC(=O)Cc1csc(NC(=O)c2csc(C)c2)n1 | 7 | 0 |
| O=C(OCc1c(F)cccc1Cl)c1cnccn1 | 8 | 2 |
| COc1ccc(Nc2ncnc3c2oc2ccccc23)cc1 | 8 | 1 |
| COC(=O)c1ccc(OC(=O)C2CC(=O)N(c3cccc(C)c3)C2)cc1 (centres undefined) | 9 | 6 |
| CC1(C)NC(C)(C)c2nonc2/C1=N\O | 12 | 5 |
| Cc1cc(C)cc(N2CC(C(=O)O)CC2=O)c1 (centres undefined) | -12 | 4 |
| COc1ccc(OC)c(N/C=C2/CCCCC2=O)c1 | 0 | 0 |
| Cc1ccc(S(=O)(=O)N2CCN(C(=O)N(C)C)CC2)cc1C | 5 | -3 |
| C[C@]12C=CC(=O)C=C1CC[C@H]1[C@@H]3C[C@@H](O)[C@](O)(C(=O)CO)[C@@]3(C)C[C@H](O)[C@@]12F | 5 | -1 |
| CCc1nnc(NC(=O)C2CCN(c3nc(C)cc(C)n3)CC2)s1 | 18 | 6 |
| Cc1cc(C)c(C)c(OCC(=O)NCc2nc(-c3ccccc3)no2)c1 | 6 | 0 |
| CN(C)CCOC(=O)Cc1ccc(Cl)cc1 | -12 | 1 |
| Cc1cccc(N2C(N)=C(C#N)C(C#N)(C#N)C2c2ccccc2)c1 (centres undefined) | 9 | 0 |
| Cc1ccccc1CSCCNC(=O)CN(c1ccc2c(c1)OCO2)S(C)(=O)=O | 4 | 8 |
| Cc1nc2nc(-c3ccccc3)[nH]n2c(=O)c1Cc1ccccc1 | 16 | 9 |
| COc1ccc(C2(C(=O)NC(C)C)CCCC2)cc1OC | 0 | 0 |
| O=C1NC(=O)C(c2ccccc2)(c2ccccc2)N1 | 0 | 0 |
| C=CCNc1nc(-c2ccc(O)c(C(N)=O)c2)cs1 | -9 | 6 |
| Cc1cc(C(=O)CSc2nncs2)c(C)n1-c1c(C)n(C)n(-c2ccccc2)c1=O | 16 | 7 |
| COc1ccc(NS(=O)(=O)c2cc(C)ccc2C)cc1 | 4 | 2 |
| COc1ccccc1NC(=O)CN(C)S(=O)(=O)c1ccc(F)cc1 | 10 | 3 |
| Cc1c(OCc2nn[nH]n2)ccc2c3c(c(=O)oc12)CCCC3 | 2 | 3 |
| O=C(COC(=O)CCc1c[nH]c(=O)[nH]1)Nc1cccc(Cl)c1 | 10 | 6 |
| Cc1ccc(S(=O)(=O)N2CCC(C(=O)Nc3nnc(-c4ccco4)s3)CC2)cc1 | -2 | -5 |
| CCN(CC)C(=O)CSc1nnc(-c2cccc(OC)c2)o1 | 10 | 6 |
| Cc1cc2oc(=O)c3c(c2cc1OC(=O)c1ccco1)CCCC3 | 6 | 3 |
| CC1CC(N(C(=O)C2CC2)c2ccccc2)c2ccccc2N1C(=O)C1CC1 (centres undefined) | 3 | 1 |
| CCCc1nnc(NC(=O)CC(=O)OCC)s1 | 0 | 0 |
| O=C(c1ccc2c3c(cccc13)C(=O)N(O)C2=O)N1CCCCC1 | -15 | 1 |
| CCNC(=O)CCCOc1ccc(Cl)cc1Cl | 6 | -5 |
| COc1ccc(OC)c(-n2c(-c3cccc(O)c3)n[nH]c2=S)c1 | 8 | -1 |
| Cc1csc2nnc(N)n12 | 6 | 5 |
| Cc1cccc(NC(=O)COc2ccccc2)c1 | 5 | 4 |
| CC(C)Cc1nc2oc3c(N4CCN(C)CC4)ncnc3c2c2c1CCCC2 | -5 | 4 |
| COc1ccc2sc(C)nc2c1NC(C)=O | 10 | 4 |
| CN(C)S(=O)(=O)c1ccc2c(c1)C(CC(=O)O)NC2=O (centres undefined) | -16 | 2 |
| CN(C(=O)C(Cl)Cl)c1ccc(OC(=O)c2ccco2)cc1 | 3 | -2 |
| COc1ccc(CNc2ccc(-c3ccc(OC)cc3)nn2)cc1 | 18 | 9 |
| CCOC(=O)C1=C(C)N=C2SC(C)C(=O)N2C1c1ccc(OC(C)=O)c(OC)c1 (centres undefined) | 7 | 4 |

Screening results deposited in PubChem BioAssay by Sanford-Burnham Center for Chemical Genomics.
